ALOX12 inh: Primary qHTS assay for inhibitors of human arachidonate 12S-lipoxygenase (ALOX12): Round 2; 580,000 tested, 1.1% active; Polyunsaturated fatty acid lipoxygenase ALOX12 (Homo sapiens), P18054; Potency, µM (highest dose often 108 µM), for inactives: at the top dose activity change, negative = inhibition, usual class: inhibitors; purified 12hLO, xylenol orange hydroperoxide absorbance; AID 1671190, 2021; further: potency means the concentration at half of the fitted maximal effect; on the % scale 0 is the no-effect control and ±100 the full control effect
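Purified human 12hLO at 150 nM in 25 mM Hepes, 0.01% Triton X-100, pH 7.0, preincubated 15 min at room temperature with compound. Reaction started with 40 uM arachidonic acid, 30 min at room temperature. Hydroperoxide measured by Fe-xylenol orange, 573/405 nm absorbance ratio.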
ERG-DNA inh: qHTS for Small Molecule Inhibitors of the ERG Ets/DNA interaction. 370,000 tested, 0.028% active. AID 624246, 2012. Transcriptional regulator ERG (Homo sapiens), P11308. fluorescence polarization, His-ERG Ets domain / labelled DNA. Potency, µM (titrated, usually from 76.9 µM), for the others: at the top dose FP activity, negative = inhibition, actives largely listed as inhibitors; active means well fitted inhibition curve with a large enough effect in the polarisation, with a control signal flat; inconclusive means small, poorly fitted or top-dose-only effect, or effect the other way, or a change in a side signal; inactive means no such curve, though single readings can be large or run the other way; the % refers to the polarisation;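 further: polarization taken with two DNA probes labelled with fluorescein and Texas red; potency means the concentration at half of the fitted maximal effect; % of control where 0% means no effect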
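His-tagged ERG Ets domain (1 uM in the protein solution; 300mM KCl, 50mM Tris-HCl, 1mM EDTA, 1mM DTT, pH 7.5) received compound, then a probe mix of 5 nM fluorescein-DNA and 100nM Texas-615-DNA. Fluorescence polarization was read for both dyes.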
BLM helicase inh: qHTS Assay for Inhibitors of Bloom's syndrome helicase (BLM); RecQ-like DNA helicase BLM (Homo sapiens), P54132; recombinant BLM DNA unwinding, fluorescence dequenching; Potency, µM (series often up to 56.1 µM), inactives show at the highest dose activity change, negative = inhibition, actives largely listed as inhibitors; 350,000 tested, 0.2% active; AID 2528, 2010;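 further: potency means the concentration at half of the fitted maximal effect; plate controls were vehicle for no effect and no enzyme for full effect; nearly all actives have a fitted effect of over 35% in size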
Target sequence (P54132 whole entry, looked up): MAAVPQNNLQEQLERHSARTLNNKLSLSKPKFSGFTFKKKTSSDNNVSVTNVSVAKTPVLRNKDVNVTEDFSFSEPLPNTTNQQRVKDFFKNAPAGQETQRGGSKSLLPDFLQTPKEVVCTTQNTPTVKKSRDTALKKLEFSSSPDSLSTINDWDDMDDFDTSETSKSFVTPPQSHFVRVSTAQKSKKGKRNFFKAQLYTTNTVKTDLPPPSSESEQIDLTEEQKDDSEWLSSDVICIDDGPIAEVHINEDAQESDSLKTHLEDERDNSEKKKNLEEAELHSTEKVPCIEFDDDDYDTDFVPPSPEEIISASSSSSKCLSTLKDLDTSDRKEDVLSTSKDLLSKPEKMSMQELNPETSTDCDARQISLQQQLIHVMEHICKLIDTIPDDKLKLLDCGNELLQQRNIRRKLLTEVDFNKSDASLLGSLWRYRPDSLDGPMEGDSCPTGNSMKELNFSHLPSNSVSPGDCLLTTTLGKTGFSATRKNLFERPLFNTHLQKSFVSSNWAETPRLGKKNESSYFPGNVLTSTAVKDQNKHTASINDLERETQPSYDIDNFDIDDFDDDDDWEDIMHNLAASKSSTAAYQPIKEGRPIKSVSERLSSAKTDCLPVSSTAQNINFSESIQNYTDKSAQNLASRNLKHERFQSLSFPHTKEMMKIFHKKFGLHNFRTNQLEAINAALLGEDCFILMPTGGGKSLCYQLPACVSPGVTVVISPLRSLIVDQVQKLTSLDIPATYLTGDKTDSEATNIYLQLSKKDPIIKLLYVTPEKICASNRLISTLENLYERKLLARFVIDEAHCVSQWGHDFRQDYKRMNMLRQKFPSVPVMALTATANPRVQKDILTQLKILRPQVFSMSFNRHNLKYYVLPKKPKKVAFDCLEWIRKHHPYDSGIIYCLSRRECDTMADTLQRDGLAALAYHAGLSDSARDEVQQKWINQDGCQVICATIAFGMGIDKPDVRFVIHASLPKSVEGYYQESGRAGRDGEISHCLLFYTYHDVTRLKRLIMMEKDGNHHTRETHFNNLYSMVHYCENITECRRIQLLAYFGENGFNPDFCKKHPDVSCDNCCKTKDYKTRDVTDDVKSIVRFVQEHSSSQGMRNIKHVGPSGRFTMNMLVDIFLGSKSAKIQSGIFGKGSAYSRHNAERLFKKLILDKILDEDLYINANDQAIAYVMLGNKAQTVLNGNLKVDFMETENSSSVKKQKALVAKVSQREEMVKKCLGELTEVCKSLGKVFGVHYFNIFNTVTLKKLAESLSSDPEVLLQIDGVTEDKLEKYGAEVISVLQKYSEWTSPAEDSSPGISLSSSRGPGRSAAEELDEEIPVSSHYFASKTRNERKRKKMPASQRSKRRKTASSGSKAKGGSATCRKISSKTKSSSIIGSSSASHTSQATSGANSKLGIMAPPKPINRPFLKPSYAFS
Apoferritin bind: qHTS Assay for Identification of Novel General Anesthetics. Potency, µM (top dose mostly 77.5 µM), without a hit: top-dose activity change, negative = displacement, actives largely listed as inhibitors. apoferritin/1-aminoanthracene competitive binding, fluorescence. 350,000 tested, 0.074% active. Ferritin light chain (Equus caballus), P02791; further: potency means the concentration at half of the fitted maximal effect; on the % scale 0 is the no-effect control and ±100 the full control effect; nearly all actives have a fitted effect of over 20% in size
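Concentration-response curves derived by four-parameter Hill fitting of normalized fluorescence, where compounds displaced 1-AMA from 10 uM horse apoferritin following a brief 10 min room-temperature incubation; propofol titration acted as positive control.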
POLK inh: qHTS for Inhibitors of Polymerase Kappa; DNA polymerase kappa (Homo sapiens), Q9UBT6; purified Pol kappa, fluorescent DNA synthesis assay, 10 min; Potency, µM (top dose mostly 107 µM), for the others: at the highest dose activity, negative = inhibition, most hits filed as inhibitors; 400,000 tested, 0.53% active; AID 588579, 2011; further: potency means the concentration at half of the fitted maximal effect; on the % scale 0 is the no-effect control and ±100 the full control effect
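10 nM Pol kappa was preincubated with compounds for 15 min at room temperature. Reaction started with 50 nM (final) substrate. Fluorescence read kinetically at 0 and 10 min.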
POLI inh: qHTS for Inhibitors of Polymerase Iota. Pol iota fluorescent replication assay, 10 min. Potency, µM (top dose mostly 115 µM), for inactives: at the top dose activity, negative = inhibition, actives largely listed as inhibitors. 390,000 tested, 1% active; further: potency means the concentration at half of the fitted maximal effect
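Pol iota at 10 nM preincubated 15 min with compounds at room temperature; reaction started with fluorescent substrate, 50 nM final. Fluorescence read kinetically at 0 and 10 min; buffer-only wells as negative control.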
APEX1 inh: qHTS Assay for Inhibitors of the Human Apurinic/apyrimidinic Endonuclease 1 (APE1); AID 2517, 2012; Potency, µM (top dose mostly 65.8 µM), for the others: top-dose activity change, negative = inhibition, most hits filed as inhibitors; 350,000 tested, 0.35% active; recombinant APE1, TAMRA/BHQ-2 abasic DNA cleavage fluorescence; DNA repair nuclease/redox regulator APEX1 (Homo sapiens), P27695;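 further: potency means the concentration at half of the fitted maximal effect; plate controls were vehicle for no effect and reference inhibitor for full effect; nearly all actives have a fitted effect of over 55% in size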
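Measures dequenching upon AP-site incision of a 5'-TAMRA/3'-BHQ-2 THF-containing duplex, 50 nM; human APE1 0.75 nM after 15 min room-temperature exposure to compound; kinetic three-point read at one-minute spacing.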
POLB inh: qHTS Assay for Inhibitors of DNA Polymerase Beta; P06746; Pol beta primer extension/strand displacement, fluorescence kinetic; Potency, µM (top dose mostly 114 µM), without a hit: at the top dose activity change, negative = inhibition, actives largely listed as inhibitors; 340,000 tested, 1.3% active; AID 485314, 2010; further: potency means the concentration at half of the fitted maximal effect; on the % scale 0 is the no-effect control and ±100 the full control effect
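Curves were derived by four-parameter Hill fits of normalized qHTS data. The kinetic fluorescent primer-extension read was taken at 0 and 10 min after 50 nM substrate, following a 15 min room-temperature preincubation of 10 nM enzyme with compounds.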
TRHR ag: qHTS for Small Molecule Agonists and Allosteric Enhancers of Human TRH Receptor: Primary Screen for Agonists; Thyrotropin-releasing hormone receptor (Homo sapiens), P34981; TRHR cells, calcium flux fluo-8, FDSS agonist mode; activation, % at 2 µM; 360,000 tested, 0.18% active; AID 493084, 2011; in the data active means activation above about 30%; further: 0% is about no effect
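TRHR-expressing cells, plated overnight in medium with 10% serum, were loaded with fluo-8 calcium dye at room temperature. After a 10 s baseline, library compound was pin-added and calcium release was recorded kinetically (ex 480/em 530) as agonist response.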
* marks the source's active call; other numbers are inactive results; i = inactive; ? = inconclusive; . = not tested or not shown; [ ] = remark or other dose. Unless noted, the call rests on the fitted dose curve; in most records, active means well fitted curve in the direction sought with a large enough effect; inconclusive means small, poorly fitted or top-dose-only effect, or another doubt; inactive means no such curve, though single readings can be large; an effect the other way counts as inactive or inconclusive.

SMILES	ALOX12 inh	ERG-DNA inh	BLM helicase inh	Apoferritin bind	POLK inh	POLI inh	APEX1 inh	POLB inh	TRHR ag
CC(C)CNC(=O)c1cnn2c(C(F)(F)F)cc(C(F)(F)F)nc12	?	-1%	-5%	-18%	-9%	2%[58.9 µM]	19%	25%	0.4
Cc1cc(C)cc(NC(=S)N2CCN(S(=O)(=O)c3ccccc3)CC2)c1	-6%	-2%	-6%	-2%	-2%	13%	4%	34%	-0.7
Cc1ccc(C)c(NC(=O)NNC(=O)c2ccc3ccccc3c2O)c1	-13%	5%	-12%	-2%	-16%	27%	8%	?	-0.5
Cc1ccc2sc(NC(=O)c3cccc(N4C(=O)CCC4=O)c3)nc2c1C	8%	15%	-2%	-8%	1%	15%	9%	-12%	1.2
Cc1cc(C)cc(NC(=O)N2CCN(C)c3ncccc32)c1	-22%	-1%	-5%	5%	-7%	53%[activator]	.	-9%	-1.8
CCOC(=O)c1c(NC(=O)c2ccc(S(=O)(=O)N3CCC(C)CC3)cc2)sc2c1CCN(C)C2	?	5%	-3%	46%[activator]	-7%[60.1 µM]	-5%	.	-2%	6.3
Cc1cccc(Nc2nnc(SC(C)C(=O)NC3CC3)s2)c1 (configuration not stated)	4%	11%	.	.	4%	0%	6%	.	-1.3
Clc1cc(Cl)cc(Nc2ncnc(-n3cccc3)n2)c1	294%[activator]	-1%	-1%	-2%	-14%	9%	15%	1%	-0.4
CCCCn1c(C)cc2c(c1=O)C1O[C@](c3ccsc3)(Cc3cc(OC)c(OC)cc31)O2	.	.	-11%[12.4 µM]	-23%[15.3 µM]	.	.	3.9µM*	3%[22.9 µM]	0.6
Cc1cc(C)c(NC(=O)NC(=O)C(Cl)(Cl)Cl)c(C)c1	-17%	-4%	-1%	-9%	6%	19%	-4%	7%	0.9
CCOc1ccc(N(Cc2cc3cc(OC)ccc3[nH]c2=O)C(=O)C2CCCO2)cc1 (configuration not stated)	0%	0%	0%	-8%	-22%	-1%	-2%	-6%	-1.7
COc1ccc(S(=O)(=O)N2CCCCC2)cc1C(C)C	0%	5%	-13%	-12%	-4%	-6%	0%	-11%	0.0
O=C(NCC(c1cccnc1)N1CCN(Cc2ccccc2)CC1)C(=O)Nc1cccc(F)c1 (configuration not stated)	?	-10%	-1%	56%[activator]	-2%	-15%	.	7%	-0.1
O=C(Cn1nnc(-c2ccc(NC(=O)c3ccccc3F)cc2)n1)NCc1ccc(F)cc1	-10%	16%	-12%	13%	0%	-11%	-4%	?	0.2
O=C(CCCOc1ccc(Cl)cc1Cl)NC(Cc1ccccc1)C(=O)O (configuration not stated)	-7%	6%	.	.	-9%	-2%	.	.	.
O=S(=O)(Cc1ccc(Cl)cc1)c1ccccc1-c1nnc(-c2ccc(Cl)cc2)o1	-1%	7%	-2%	-21%	-16%	-14%	0%	21%	0.0
COc1ccc(N2C(=O)CC(N3CCN(S(=O)(=O)c4cc(C)ccc4C)CC3)C2=O)cc1 (configuration not stated)	?	-2%	-3%	-11%	-4%	29%	-3%	-1%	0.0
CCC(C)[C@H](NC(=O)[C@@H]1Cc2ccccc2CN1)C(=O)NCc1ccc(OC)cc1 (some centres not stated)	4%	-19%	0%	-8%	3%	0%	40%	23%	1.2
O=C1C=C(C2CCCCC2)C(=O)c2ccccc21	45µM*	0%	.	.	-15%	54%[activator]	.	.	.
CCN(CC)CCn1c2c(c(SCC(=O)Nc3cccc4ccccc34)nc1=O)CCCC2	-13%	2%	.	.	-13%	29%	-11%	.	-0.8
c1ccc(-c2nc(NCCCN3CCOCC3)c3ccccc3n2)cc1	-12%	-7%	32%[activator]	-11%	5%	38%[activator]	0%	9%	0.3
COc1ccc(-c2nn(CC(=O)NCc3ccccc3)c3c2cnc2ccc(F)cc23)cc1	-17%	1%	-13%	27%	23%	6%	.	1%	-0.7
COc1ccc(Nc2cc(C(=O)NCCCN(C)C3CCCCC3)c3ccccc3n2)cc1	-14%	-4%	1%	0%	-1%	8%	.	1%	5.6
CCOC(=O)c1c(NC(=O)c2cc(-c3ccc(OC)cc3)on2)sc(C)c1C	-7%	0%	-3%	1%	-2%	2%	.	2%	0.6
O=S(=O)(Nc1cc(C(F)(F)F)ccc1N1CCOCC1)c1ccc2ccccc2c1	?	0%	-4%	-9%	-12%	133%[activator]	10%	1%	0.6
COc1cccc(/C=N/NC(=O)c2nnn(-c3nonc3N)c2-c2cccs2)c1	16%	-7%	-12%	-12%	-8%	21%	-7%	5%	-0.8
Cc1c(Cl)cccc1NC(=O)COC(=O)CN1C(=O)NC(C)(C)C1=O	11%	-8%	-2%	-3%	3%	15%	21%	38%	-0.3
COc1ccc(N(CC(=O)NCCSC(C)(C)C)S(C)(=O)=O)c(OC)c1	4%[57.4 µM]	5%	0%	-6%	5%	24%	-2%	8%	0.3
CCCN(CCC)CCN1C(=O)C2C(C(=O)Nc3cccc(SC)c3)C3C=CC2(O3)C1C(=O)NC1CCCCC1 (configuration not stated)	7%	15%	-2%	0%	0%	21%	22%	11%	-0.3
O=C(NCCN1CCOCC1)NC1(C(F)(F)F)Oc2ccccc2O1	-1%	-4%	0%	-10%	-5%	9%	11%	26%	-0.4
CC1CC(CCC(=O)NC(=S)Nc2ccc(Cl)cn2)C(=O)O1 (configuration not stated)	-13%	-18%	-3%	-15%	4%	38%[activator]	12%	4%	-1.5
COc1cc(NS(C)(=O)=O)c(OC)cc1NC(=O)c1ccccc1	0%	-2%	-3%	5%	-7%	21%	-5%	-4%	0.2
Cc1ccc2oc(/N=C(\N)NC(=O)C3CC3)nc2c1	129%[activator]	14%	-5%	-7%	1%	28%	17%	34%	-0.3
Cc1ccc(S(=O)(=O)N2CCN(C(=O)c3ccccc3OCc3c(C)noc3C)CC2)cc1C	-8%	-14%	.	.	-7%	5%	26%	.	-0.4
CCOc1ccc(C2/C(=C(\O)c3cccc(OC)c3)C(=O)C(=O)N2c2ccccn2)cc1OC (configuration not stated)	i	-4%	0%	-8%	?	?	-1%	-16%	0.3
CC(OC(=O)c1ccncc1)C(=O)Nc1ccc([N+](=O)[O-])cc1Cl (configuration not stated)	-6%	-5%	-2%	-14%	-16%	-3%	4%	0%	-0.6
COc1ccc(OC)c(NC(=O)c2cc3c(=O)n4cccc(C)c4nc3n2C)c1	-9%	-1%	2%	-8%	2%	38%[activator]	.	-1%	0.1
NC(=O)c1ccc[n+](CC(=O)c2ccc(Cl)c(Cl)c2)c1	-10%	22%	-14%	-10%	-4%[60.1 µM]	-1%	-4%	1%	0.3
O=C(CCN1CCCCC1)c1ccc2c(c1)OCO2	?	-6%	1%	-8%	-5%	1%	-7%	-4%	1.4
C(=C\c1nccc2c1[nH]c1ccccc12)/c1ccccc1	0%	1%	-6%	113%[activator]	-5%	?	-2%	1%	-0.3
CC(C)CNC(=S)N(CCO)Cc1cc2cc3c(cc2[nH]c1=O)OCO3	-31%	-8%	-2%	3%	-13%	13%	8%	8%	-0.8

Among those listed so far, 8 have a Cl atom:
SMILES	ALOX12 inh	ERG-DNA inh	BLM helicase inh	Apoferritin bind	POLK inh	POLI inh	APEX1 inh	POLB inh	TRHR ag
Clc1cc(Cl)cc(Nc2ncnc(-n3cccc3)n2)c1	294%[activator]	-1%	-1%	-2%	-14%	9%	15%	1%	-0.4
Cc1cc(C)c(NC(=O)NC(=O)C(Cl)(Cl)Cl)c(C)c1	-17%	-4%	-1%	-9%	6%	19%	-4%	7%	0.9
O=C(CCCOc1ccc(Cl)cc1Cl)NC(Cc1ccccc1)C(=O)O (configuration not stated)	-7%	6%	.	.	-9%	-2%	.	.	.
O=S(=O)(Cc1ccc(Cl)cc1)c1ccccc1-c1nnc(-c2ccc(Cl)cc2)o1	-1%	7%	-2%	-21%	-16%	-14%	0%	21%	0.0
Cc1c(Cl)cccc1NC(=O)COC(=O)CN1C(=O)NC(C)(C)C1=O	11%	-8%	-2%	-3%	3%	15%	21%	38%	-0.3
CC1CC(CCC(=O)NC(=S)Nc2ccc(Cl)cn2)C(=O)O1 (configuration not stated)	-13%	-18%	-3%	-15%	4%	38%[activator]	12%	4%	-1.5
CC(OC(=O)c1ccncc1)C(=O)Nc1ccc([N+](=O)[O-])cc1Cl (configuration not stated)	-6%	-5%	-2%	-14%	-16%	-3%	4%	0%	-0.6
NC(=O)c1ccc[n+](CC(=O)c2ccc(Cl)c(Cl)c2)c1	-10%	22%	-14%	-10%	-4%[60.1 µM]	-1%	-4%	1%	0.3

From PubChem

These rows are one share of the data; the hit share may differ from the screen's.
